# Screening data: PubChem, National Center for Advancing Translational Sciences (NCATS)
# POLB inh: inhibitors of human DNA polymerase beta; P06746; Pol beta primer extension/strand displacement, fluorescence kinetic; Potency, µM (doses to about 114 µM), without a hit: at the highest dose activity change, negative = inhibition, most hits filed as inhibitors; 340,000 compounds, 1.3% hits; AID 485314; also: potency is read from the fitted curve at half-maximal effect; % is scaled to controls: 0 for no effect and ±100 for the full control effect
#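 Pol beta (10 nM) was preincubated with compound for 15 min at room temperature. The reaction was then started with 50 nM substrate and read immediately and after a further 10 min at room temperature.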
# APEX1 inh: inhibitors of human APE1 endonuclease | 350,000 compounds, 0.35% hits | P27695 | recombinant APE1, TAMRA/BHQ-2 abasic DNA cleavage fluorescence | Potency, µM (series often up to 65.8 µM), for inactives: top-dose activity change, negative = inhibition, usual class: inhibitors;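 also: potency is read from the fitted curve at half-maximal effect; plate controls were vehicle for no effect and reference inhibitor for full effect; nearly all actives have a fitted effect of over 55% in size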
#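 Kinetic fluorescence read (525 ex/598 em nm, three reads 60 s apart) of AP-site incision; signal = third minus first read. Enzyme 0.75 nM, dual-labelled THF duplex 50 nM, compound preincubation 15 min RT.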
# TRHR agonist: activates the human TRH receptor; activation, % at 2 µM; TRHR cells, calcium flux fluo-8, FDSS agonist mode; P34981; AID 493084; 360,000 compounds, 0.18% hits; in the data active = activation above about 30%; also: 0% is about no effect
# Target sequence (P34981 whole entry, looked up): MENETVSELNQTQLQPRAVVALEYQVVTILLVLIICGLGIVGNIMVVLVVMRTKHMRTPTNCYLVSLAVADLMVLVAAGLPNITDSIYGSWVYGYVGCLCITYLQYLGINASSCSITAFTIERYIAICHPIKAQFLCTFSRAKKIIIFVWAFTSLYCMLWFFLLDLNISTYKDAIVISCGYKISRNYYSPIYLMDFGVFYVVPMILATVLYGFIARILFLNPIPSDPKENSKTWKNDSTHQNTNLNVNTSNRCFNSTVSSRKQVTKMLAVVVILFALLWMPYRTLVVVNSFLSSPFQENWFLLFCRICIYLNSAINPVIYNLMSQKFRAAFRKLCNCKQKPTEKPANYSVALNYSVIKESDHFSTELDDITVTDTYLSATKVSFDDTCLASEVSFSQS
#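 Agonist-mode FDSS calcium read (Ex 480/Em 530, 1 s cycles) in 1536-well TRHR cells with fluo-8 dye, after 10-cycle baseline and 23 nL compound addition; TRH at EC20 (10 nM final) added afterwards for the enhancer phase.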
# Pol iota inh: blocks human DNA polymerase iota activity | Potency, µM (highest dose often 115 µM), for the others: top-dose activity, negative = inhibition, hits mostly inhibitors | AID 588590 | 390,000 compounds, 1% hits | Q9UNA4 | Pol iota fluorescent replication assay, 10 min; also: potency is read from the fitted curve at half-maximal effect
#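 Pol iota at 10 nM preincubated 15 min with compounds at room temperature; reaction started with fluorescent substrate, 50 nM final. Fluorescence read kinetically at 0 and 10 min; buffer-only wells as negative control.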
# Pol kappa inh: blocks human DNA polymerase kappa activity | purified Pol kappa, fluorescent DNA synthesis assay, 10 min | 400,000 compounds, 0.53% hits | Potency, µM (top dose mostly 107 µM), inactives show at the top dose activity, negative = inhibition, actives largely listed as inhibitors | AID 588579; also: potency is read from the fitted curve at half-maximal effect; % is scaled to controls: 0 for no effect and ±100 for the full control effect
#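 Fluorescent qHTS in 1536-well format: enzyme (10 nM) and compound sat 15 min at room temperature before 50 nM substrate (final) was added. Signal taken at 0 and 10 min; no-enzyme buffer wells were negative controls.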
# Anesthetic bind: binds horse apoferritin like a general anesthetic | P02791 | apoferritin/1-aminoanthracene competitive binding, fluorescence | Potency, µM (top dose mostly 77.5 µM), without a hit: at the highest dose activity change, negative = displacement, actives largely listed as inhibitors | 350,000 compounds, 0.074% hits; also: potency is read from the fitted curve at half-maximal effect; % is scaled to controls: 0 for no effect and ±100 for the full control effect; nearly all actives have a fitted effect of over 20% in size
#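 Horse-spleen apoferritin (10 uM) was mixed with 50% saturated 1-aminoanthracene in PBS, exposed to compounds for 10 min at room temperature, and read for fluorescence (ex 380 nm, em 535 nm). Competitive displacement was fitted with a four-parameter Hill equation.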
# ALOX12 inh: inhibitors of human 12S-lipoxygenase ALOX12; P18054; purified 12hLO, xylenol orange hydroperoxide absorbance; Potency, µM (top dose mostly 108 µM), for the others: top-dose activity change, negative = inhibition, usual class: inhibitors; 580,000 compounds, 1.1% hits; AID 1671190; also: potency is read from the fitted curve at half-maximal effect; % is scaled to controls: 0 for no effect and ±100 for the full control effect
# Target sequence (P18054 whole entry, looked up): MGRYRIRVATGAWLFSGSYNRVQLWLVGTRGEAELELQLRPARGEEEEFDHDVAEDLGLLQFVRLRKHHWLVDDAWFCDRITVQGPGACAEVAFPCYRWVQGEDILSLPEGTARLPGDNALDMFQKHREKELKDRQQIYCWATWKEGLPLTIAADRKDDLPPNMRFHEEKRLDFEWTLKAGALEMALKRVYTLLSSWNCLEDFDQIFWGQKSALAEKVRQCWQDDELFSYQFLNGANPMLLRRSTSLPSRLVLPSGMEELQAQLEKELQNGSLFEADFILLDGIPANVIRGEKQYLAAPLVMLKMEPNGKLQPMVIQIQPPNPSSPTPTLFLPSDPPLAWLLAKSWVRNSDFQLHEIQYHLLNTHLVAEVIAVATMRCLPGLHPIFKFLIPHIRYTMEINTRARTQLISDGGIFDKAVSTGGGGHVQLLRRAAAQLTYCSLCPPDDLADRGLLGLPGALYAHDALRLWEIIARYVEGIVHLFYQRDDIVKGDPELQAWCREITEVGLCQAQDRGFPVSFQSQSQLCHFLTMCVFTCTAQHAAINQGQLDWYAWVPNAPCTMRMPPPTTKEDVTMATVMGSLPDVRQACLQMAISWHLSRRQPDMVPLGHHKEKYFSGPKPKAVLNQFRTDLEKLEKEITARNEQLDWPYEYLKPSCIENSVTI
#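 Purified human 12hLO at 150 nM in 25 mM Hepes, 0.01% Triton X-100, pH 7.0, preincubated 15 min at room temperature with compound. Reaction started with 40 uM arachidonic acid, 30 min at room temperature. Hydroperoxide measured by Fe-xylenol orange, 573/405 nm absorbance ratio.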
# ERG Ets-DNA blk: ERG Ets/DNA interaction inhibition | P11308 | fluorescence polarization, His-ERG Ets domain / labelled DNA | Potency, µM (doses to about 76.9 µM), for inactives: at the highest dose FP activity, negative = inhibition, usual class: inhibitors | 370,000 compounds, 0.028% hits | AID 624246; active = well fitted inhibition curve with a large enough effect in the polarisation, with a control signal flat; inconclusive = small, poorly fitted or top-dose-only effect, or effect the other way, or a change in a side signal; inactive = no such curve, though single readings can be large or run the other way; the % refers to the polarisation;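 also: polarization taken with two DNA probes labelled with fluorescein and Texas red; potency is read from the fitted curve at half-maximal effect; % of control where 0% means no effect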
#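 His-tagged ERG Ets domain (1 uM in the protein solution; 300mM KCl, 50mM Tris-HCl, 1mM EDTA, 1mM DTT, pH 7.5) received compound, then a probe mix of 5 nM fluorescein-DNA and 100nM Texas-615-DNA. Fluorescence polarization was read for both dyes.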
# BLM inh: blocks DNA unwinding by human BLM helicase; 350,000 compounds, 0.2% hits; recombinant BLM DNA unwinding, fluorescence dequenching; Potency, µM (series often up to 56.1 µM), for the others: at the highest dose activity change, negative = inhibition, hits mostly inhibitors; P54132;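 also: potency is read from the fitted curve at half-maximal effect; plate controls were vehicle for no effect and no enzyme for full effect; nearly all actives have a fitted effect of over 35% in size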
# The depositor's hits bear a star; ? = inconclusive; · = no result given; & = joins results of further samples; [ ] = dose if it differs, or a comment. Unless noted, calls follow the shape of the dose curve; as a rule, active = well fitted curve in the direction sought with a large enough effect; inconclusive = small, poorly fitted or top-dose-only effect, or another doubt; inactive = no such curve, though single readings can be large; an effect the other way counts as inactive or inconclusive.
# Under each structure – POLB inh	APEX1 inh	TRHR agonist	Pol iota inh	Pol kappa inh	Anesthetic bind	ALOX12 inh	ERG Ets-DNA blk	BLM inh
- O=C(NC1CCCCCC1)C1CCC(CNS(=O)(=O)c2ccc(Br)s2)CC1 (stereo not given)
  3%	-1%	-1.4	135%[activator]	-8%	-5%	-36%	0%	-2%
- COc1cc(C=O)ccc1OCc1ccc(Cl)nc1
  0%	4%	0.5	4%	-10%	-17%	-2%	-6%	-1%
- O=C(Nc1ccccc1)OCCOc1ccccc1
  -3%	3%	-0.8	?	-10%	?	15%	-7%	-3%
- CCCCCn1c(=N)n(CC(O)COc2ccccc2OC)c2ccccc21 (stereo not given)
  -13%&-25%	-1%&0%	0.9&-0.4	?	-3%&-10%	5%&4%	-8%&0%	4%&3%	1%&0%
- COc1cc(OC)cc(C(=O)NC(=S)N2CCCCCC2)c1
  -13%	2%	-0.2	29%	-17%	-15%	-18%	1%	-1%
- COC(=O)c1c(-c2ccccc2)csc1N1C(=O)Nc2ccccc2N1O
  5%	-1%	0.0	-14%	4%	-3%	-5%	-11%	2%
- OCCN1CCN(C(c2ccc(Cl)cc2Cl)c2sc3nc(-c4ccco4)nn3c2O)CC1 (stereo not given)
  -1%	·	-0.1	18%	-5%[60.1 µM]	-7%	?	1%	0%
- CCCCCN(C(=O)NC(=O)Nc1ccc(C)cc1)S(=O)(=O)c1ccccc1
  1%	1%	-0.9	-8%	-13%	?	-23%	8%	-2%
- O=C(/C=C/c1cccs1)N1CCN(c2ccccc2F)CC1
  1%	1%	0.3	14%	-15%	-6%	-5%	-10%	-7%
- COC(=O)C1=C(C)NC(=O)/C1=C\c1cc(C)n(-c2c(C)cccc2C)c1C
  0%	5%	0.8	-13%	-14%	?	?	·	-4%
- CCC1CCCCN1CCCNC(=O)C1CCCN(c2ncnc3c2nc2n3CCCCC2)C1 (stereo not given)
  -7%	90%[activator]	0.0	49%[activator]	9%	1%	0%	-1%	-6%
- COCCCn1c(=O)c2sccc2n(Cc2ccc(C)cc2)c1=O
  0%	-3%	0.0	-9%	-11%	-2%	0%	-3%	2%
- Cc1cc(OCC(=O)NC2CCN(Cc3ccccc3)CC2)c2c(C)c(C)c(=O)oc2c1
  12%	13%	0.4	15%	-11%	-14%	·	2%	-9%
- COC(=O)[C@H](CC(C)C)NC(=O)NCCCc1ccccc1
  28%	2%	-0.8	28%	-17%	-11%	0%	-5%	4%
- CC(NC(=O)c1ccc(NC2=NC3CS(=O)(=O)CC3S2)cc1)c1ccccc1 (stereo not given)
  29%	9%	0.3	-19%	-10%	-6%	-11%	4%	-2%
- O=c1oc(-c2ccco2)nc2sc3c(c12)CCCCC3
  4%	-2%	0.4	120%[activator]	-8%	-11%	2%	6%	-5%
- O=C(NNC(=O)C1CCCO1)c1ccc(F)cc1 (stereo not given)
  0%	-1%	1.2	107%[activator]	-3%	-5%	1%	-10%	-3%
- COc1cc2ccccc2cc1C(=O)Nc1ccccc1N1CCN(S(C)(=O)=O)CC1
  15%	5%	0.9	11%	-12%	1%	80%[activator]	-2%	-24%
- CC(C)(C)OC(=O)NC(Cc1ccccc1)C(=O)N1CCCC1C(=O)O (stereo not given)
  13%	6%	-0.6	28%	7%	3%	-9%	2%	1%
- Cc1nc(NC(=O)c2ccc(Cl)cc2)nc2cc3c(cc12)OCO3
  -27%	9%	-0.4	-13%	-4%	-6%	20%	-4%	-8%

# Part of the list above, in CSV form:
Molecule,POLB inh,APEX1 inh,TRHR agonist,Pol iota inh,Pol kappa inh,Anesthetic bind,ALOX12 inh,ERG Ets-DNA blk,BLM inh
O=C(NC1CCCCCC1)C1CCC(CNS(=O)(=O)c2ccc(Br)s2)CC1 (stereo not given),3%,-1%,-1.4,135%[activator],-8%,-5%,-36%,0%,-2%
COc1cc(C=O)ccc1OCc1ccc(Cl)nc1,0%,4%,0.5,4%,-10%,-17%,-2%,-6%,-1%
O=C(Nc1ccccc1)OCCOc1ccccc1,-3%,3%,-0.8,?,-10%,?,15%,-7%,-3%
CCCCCn1c(=N)n(CC(O)COc2ccccc2OC)c2ccccc21 (stereo not given),-13%&-25%,-1%&0%,0.9&-0.4,?,-3%&-10%,5%&4%,-8%&0%,4%&3%,1%&0%
COc1cc(OC)cc(C(=O)NC(=S)N2CCCCCC2)c1,-13%,2%,-0.2,29%,-17%,-15%,-18%,1%,-1%
COC(=O)c1c(-c2ccccc2)csc1N1C(=O)Nc2ccccc2N1O,5%,-1%,0.0,-14%,4%,-3%,-5%,-11%,2%
OCCN1CCN(C(c2ccc(Cl)cc2Cl)c2sc3nc(-c4ccco4)nn3c2O)CC1 (stereo not given),-1%,·,-0.1,18%,-5%[60.1 µM],-7%,?,1%,0%
CCCCCN(C(=O)NC(=O)Nc1ccc(C)cc1)S(=O)(=O)c1ccccc1,1%,1%,-0.9,-8%,-13%,?,-23%,8%,-2%
O=C(/C=C/c1cccs1)N1CCN(c2ccccc2F)CC1,1%,1%,0.3,14%,-15%,-6%,-5%,-10%,-7%

# Next part
# Under each structure – POLB inh	APEX1 inh	TRHR agonist	Pol iota inh	Pol kappa inh	Anesthetic bind	ALOX12 inh	ERG Ets-DNA blk	BLM inh
- CN(C(=O)CSc1ncc(C(F)(F)F)cc1Cl)c1c(N)n(Cc2ccccc2)c(=O)[nH]c1=O
  12%	-7%	0.1	7%	0%	-17%	54%[activator]	-3%	-3%
- O=C(CSCc1ccc(Cl)cc1)NCc1ccccn1
  92%	-1%	-0.5	2%	-4%	3%	3%	-3%	-2%
- Cc1ccc(CNc2ncnc3onc(C)c23)cc1
  14%	·	-0.8	25%	9%	-1%	-21%	-2%	1%
- O=C1C2C3C=CC(O3)C2C(=O)N1N=C1CCCCC1 (stereo not given)
  ·	·	·	-3%	-10%	·	24%	-4%	·
- CN(Cc1cccc(F)c1)C(=O)c1ccc(S(=O)(=O)C(F)F)cc1
  0%	-3%	-0.9	-10%	-3%	-17%	0%	2%	-6%
- CN(C)CCCN(C(=O)c1ccc(C(=O)c2ccccc2)cc1)c1nc2ccc(F)cc2s1
  0%	-8%	-0.8	-6%	-19%	-9%	?	-3%	-3%
- CCOC(=O)Cc1csc(NC(=O)c2cc(C)on2)n1
  ·	·	·	73%[activator]	1%	·	425%[activator]	-7%	·
- CC(C)n1cnc2c(NCc3ccccc3)nc(NCCCO)nc21
  ·	-1%	·	·	9%[60.1 µM]	1%	·	·	3%
- O=C(c1c[nH]c2ccccc12)N1CCN(Cc2ccccc2)CC1
  -15%	-1%	0.2	-8%	-7%	-8%	-11%	7%	-4%
- CCN(C(=O)CSc1nnc(-c2cccc(F)c2)n1N)c1c(N)n(Cc2ccccc2)c(=O)[nH]c1=O
  ·	·	·	22%	3%	·	3%	7%	·
- N#CCNC(=O)C1CC(=O)N(CCc2ccc(F)cc2)C1 (stereo not given)
  -1%	3%	0.6	116%[activator]	-1%	-8%	0%	-2%	-4%
- CCOC(=O)N1CCN(S(=O)(=O)c2ccc(C(=O)NNc3nc4c(C)cccc4s3)cc2)CC1
  -12%	3%	0.2	24%	-7%	-2%	?	-1%	-8%
- CCOC(=O)CSc1nc2ccsc2c(=O)n1C1CCN(C(=O)OCC)CC1
  8%	-6%	-0.1	-9%[58.9 µM]	-7%	-20%	-1%	-1%	0%
- Cc1ccc(C(C(=O)NCc2ccco2)N(C(=O)Cn2nnc3ccccc32)c2ccccc2)o1 (stereo not given)
  -1%	1%	-0.2	12%	-3%	?	59%[activator]	9%	-3%
- CCc1ccc[n+](-c2[nH]c(=O)sc2/C=N/N=C(\[O-])CCn2c3ccccc3c3ccccc32)c1
  -26%	2%	-0.9	162%[activator]	-7%	-1%	91%[activator]	11%	-7%
- CCCCCCn1c(=O)c(-c2nc3ccccc3c(=O)[nH]2)c(O)c2ccccc21
  4%	5%	-2.3	·	·	-7%	·	·	-6%
- COc1ccc(C(=O)OCCN2CCN(C3=NS(=O)(=O)c4ccccc43)CC2)cc1OC
  18%	-2%	-0.4	122%[activator]	7%	-1%	?	-3%	1%
- CCN(CC)CCCNc1cc(C(F)(F)F)c(C#N)c2nc3ccccc3n12
  1%	59%[activator]	-1.3	89%[activator]	-4%	352%[activator]	0%	3%	-2%
- Nc1cc(=O)[nH]c(SCc2nnc(-c3ccccc3)o2)n1
  -8%	3%	0.0	?	-1%	-11%	-21%	5%	1%
- COc1ccc(O)c(C2=Nc3ccccc3N=C(c3ccccc3)C2)c1
  1%&-25%	-7%	0.5&-1.0	16%&-2%	-8%&-17%	-14%&80%	4%&-3%	-2%&-1%	7%&-6%

# (further entries)
# Under each structure – POLB inh	APEX1 inh	TRHR agonist	Pol iota inh	Pol kappa inh	Anesthetic bind	ALOX12 inh	ERG Ets-DNA blk	BLM inh
- Cc1ccc(Nc2nc(CSc3nnc(-c4cccnc4)n3-c3ccccc3C)cs2)cc1
  2%	?	-0.6	?	-18%	-15%	-20%	-3%	-20%
- Cc1ccc(S(=O)(=O)/C(C#N)=C/c2c(N3CCN(C)CC3)nc3c(C)cccn3c2=O)cc1
  4%	-3%	0.9	29%	-8%	-11%	?	1%	-1%
- COc1ccccc1C1=NNC(=NCc2ccccc2)SC1
  2%	-4%	0.1	92%[activator]	-2%	-14%	-13%	-8%	-4%
- Cc1ccc(C(=O)NNC(=O)CSc2nnc3c(n2)[nH]c2ccc(C)cc23)cc1
  12%	24%	0.3	-4%	-10%	-11%	·	·	-4%

# A portion of the library. The share of hits here may be higher or lower than overall.
